# Screens as filed in PubChem.
# Tb PFK block = T. brucei PFK enzyme inhibition; T. brucei PFK, ADP-Glo luminescence; 0.17% of 330,000 active; AID 485367; Potency, µM (titrated, usually from 57.5 µM), for the others: top-dose activity, negative = inhibition, hits mostly inhibitors;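 note: potency is the fitted concentration of half-maximal effect; 0% = uninhibited 1x PFK enzyme wells and -100% = no-enzyme wells; nearly all actives have a fitted effect of over 60% in size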
# Target sequence (O15648 whole entry, looked up): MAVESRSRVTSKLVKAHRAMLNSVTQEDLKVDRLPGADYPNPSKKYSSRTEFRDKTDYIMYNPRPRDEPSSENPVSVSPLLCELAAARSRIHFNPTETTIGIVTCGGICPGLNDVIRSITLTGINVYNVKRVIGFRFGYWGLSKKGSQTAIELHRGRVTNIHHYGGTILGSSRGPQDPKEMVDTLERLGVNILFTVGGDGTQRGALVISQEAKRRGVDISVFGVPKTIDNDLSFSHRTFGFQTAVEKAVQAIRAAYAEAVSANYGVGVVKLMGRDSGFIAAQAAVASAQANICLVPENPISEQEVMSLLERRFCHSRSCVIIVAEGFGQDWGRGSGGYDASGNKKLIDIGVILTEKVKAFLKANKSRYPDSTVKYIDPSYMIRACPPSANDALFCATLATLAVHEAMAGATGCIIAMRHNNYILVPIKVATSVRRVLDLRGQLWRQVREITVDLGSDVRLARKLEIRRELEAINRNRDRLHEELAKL
#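 1.25 nM PFK with 0.5 mM F6P and 0.1 mM ATP in 0.1 M TEA pH 8.0, 5 mM MgCl2, incubated 45 min at room temperature; ADP measured by ADP-Glo luminescence; compounds titrated up to 57 uM.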
# uPA generation = blocks generation of uPA at the cell surface; 0.31% of 330,000 active; cell surface uPA generation assay, qHTS; Potency, µM (highest dose often 38.3 µM), for the others: at the top dose activity change, negative = inhibition, actives largely listed as inhibitors; active = well fitted inhibition curve with a large enough effect; inconclusive = small, poorly fitted or top-dose-only effect; inactive = no such curve, though single readings can be large or run the other way; tested in mouse RAW 264.7 cells; note: potency is the fitted concentration of half-maximal effect; % is set by controls: 0 for no effect and ±100 for the full control effect; nearly all actives have a fitted effect of over 55% in size
# PTAP TSG101 blk = blocks PTAP/TSG101 interaction to inhibit HIV-1 budding. Q99816. 340,000 tested, under 10 active. Potency, µM (series often up to 115 µM), for the others: at the highest dose activity change, negative = inhibition, usual class: inhibitors. Fluorescence polarization, FITC-PTAP peptide / Tsg101 binding; active = well fitted inhibition curve with a large enough effect in the main read-out, with a control signal flat, not every such curve was filed as active; inconclusive = small, poorly fitted or top-dose-only effect, or effect the other way, or a change in a side signal; inactive = no such curve, though single readings can be large or run the other way; note: potency is the fitted concentration of half-maximal effect; % of control where 0% means no effect
#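 Fluorescence polarization binding of Tsg101 binding domain (10 uM final) to FITC-labeled PTAP peptide (50 nM final) in HEPES pH 7.5 buffer with NaCl, Tween 20, EDTA, TCEP. Compounds added before peptide; binding 20 min at RT.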
# USP2a block = USP2a (human) protease inhibition. O75604. USP2 core, Ub-CHOP2 coupled fluorogenic reporter, 485/531. Potency, µM (titrated, usually from 38.3 µM), inactives show top-dose activity change, negative = inhibition, hits mostly inhibitors. 0.01% of 330,000 active;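 note: potency is the fitted concentration of half-maximal effect; plate controls were DMSO wells for no effect and full inhibition by NEM control for full effect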
# Target sequence (O75604 whole entry, looked up): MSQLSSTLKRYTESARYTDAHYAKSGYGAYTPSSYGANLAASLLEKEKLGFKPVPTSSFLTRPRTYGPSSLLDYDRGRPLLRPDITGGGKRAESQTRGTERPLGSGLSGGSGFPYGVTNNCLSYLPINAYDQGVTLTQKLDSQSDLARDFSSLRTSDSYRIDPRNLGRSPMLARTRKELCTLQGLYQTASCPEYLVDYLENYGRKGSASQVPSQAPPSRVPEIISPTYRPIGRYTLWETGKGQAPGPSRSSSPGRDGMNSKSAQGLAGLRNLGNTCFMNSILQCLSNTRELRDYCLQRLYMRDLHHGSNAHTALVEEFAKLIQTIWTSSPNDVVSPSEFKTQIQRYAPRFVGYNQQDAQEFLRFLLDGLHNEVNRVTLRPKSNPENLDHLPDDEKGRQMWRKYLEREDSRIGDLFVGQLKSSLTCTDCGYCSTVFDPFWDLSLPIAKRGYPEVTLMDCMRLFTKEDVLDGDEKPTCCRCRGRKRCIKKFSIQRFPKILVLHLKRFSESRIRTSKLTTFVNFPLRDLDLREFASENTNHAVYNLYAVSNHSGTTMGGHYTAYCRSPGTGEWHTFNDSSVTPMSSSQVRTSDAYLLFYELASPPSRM
#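 USP2 core (10nM final) preincubated 30min RT with compound in 20mM Tris-HCl pH 8.0, 2mM CaCl2, 2mM beta-mercaptoethanol, 0.05% CHAPS; 25nM Ub-CHOP2 plus 25nM reporter substrate added, fluorescence (Ex485/Em531) read after 60min.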
# TCR activator = activates T cell receptor signaling; primary human leukocytes, anti-CD3, IL-2 HTRF, 48 h; Potency, µM (titrated, usually from 9.22 µM), without a hit: top-dose activation of IL-2 secretion, most hits filed as activators; 330,000 tested, under 10 active; note: % of control where 0% means no effect
#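 Readout: HTRF IL-2, Eu-cryptate/d2 antibody pair, 320nm excitation, 665nm emission. Stimulus: a-CD3 beads, no co-stimulation. Cells: primary human leukocytes. Exposure: 48 hr with compound.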
# TSHR antagonist = human thyrotropin receptor antagonism; TSHR-expressing cells, TSH-stimulated cAMP HTRF, 2 h; hits give low values; activity change, negative = inhibition, % at 11.5 µM; 0.2% of 330,000 active; AID 504810;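 active = activity change below a set negative limit, meaning inhibition stronger than a set level, cut at about -70% in these data; inconclusive = activity change between two set negative limits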; note: % is set by controls: 0 for no effect and ±100 for the full control effect
#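 Competitive HTRF cAMP read-out (cryptate anti-cAMP antibody, cAMP-d2; 30 min, room temperature) in freshly harvested TSHR cells. Compounds added before TSH at EC80 (4nM final), followed by 2 hours' incubation at 37 deg C.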
# BCR signal inh = chronic active BCR signaling inhibition; ABC-DLBCL IkBa-CBG/CBR reporter, luminescence ratio, 4 h; Potency, µM (highest dose often 46.1 µM), inactives show at the top dose ratio change, negative = lower green/red ratio, hits mostly inhibitors; 0.05% of 340,000 active; AID 493014; active = well fitted inhibition curve with a large enough effect in the signal ratio, with a control signal flat, not every such curve was filed as active; inconclusive = small, poorly fitted or top-dose-only effect, or effect the other way, or a change in a side signal; the % refers to the signal ratio;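 note: potency is the fitted concentration of half-maximal effect; plate controls were basal doxycycline-induced cells for no effect and cells given 10 µM MG132 for full effect; MG132 reads +100%, hits lower the ratio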
#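 Compounds up to 46 uM were incubated four hours with TMD8 cells whose green CBG68 luciferase is fused to IkappaBalpha; red CBR luminescence normalised the signal, and concentration-effect curves were fitted to fusion, red and ratio data.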
# ELG1 repair inh = ELG1-dependent DNA repair inhibition; Potency, µM (top dose mostly 46.1 µM), for the others: top-dose activity change, negative = inhibition, hits mostly inhibitors; AID 504467; HEK293T ELG1-luciferase reporter, luminescence, 16 h; DNA damage induced by 5-fluorouridine; 2.3% of 330,000 active; note: potency is the fitted concentration of half-maximal effect; % is set by controls: 0 for no effect and ±100 for the full control effect; nearly all actives have a fitted effect of over 55% in size
#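 DMSO vehicle served as the neutral condition. Each well held 2,000 cells given 5-fluorouridine plus compound; after 16 hr at 37 °C/5% CO2, ONE-Glo was added and luciferase measured 30 min later.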
# Eya2 inh = inhibitors of human Eya2 phosphatase activity; O00167; recombinant Eya2, OMFP fluorescence dephosphorylation (OMFP is methylfluorescein phosphate); Potency, µM (series often up to 76.9 µM), for the others: top-dose activity, negative = inhibition, actives largely listed as inhibitors; 0.006% of 330,000 active; note: potency is the fitted concentration of half-maximal effect; % is set by controls: 0 for no effect and ±100 for the full control effect
#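 Eya2 (0.2 uM) preincubated 10 min at ambient with compound, then OMFP substrate added at 50 uM; 10 min reaction in 50 mM HEPES pH 7.5, 50 mM NaCl, 5 uM MgCl2, 0.05% BSA, 1 mM DTT. Fluorescence read at Ex 485/Em 525 nm.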
# Mito fusion act = mitochondrial division inhibition or fusion activation; 0.23% of 320,000 active; Potency, µM (doses to about 46.1 µM), for the others: at the top dose growth rescue (activation), usual class: activators; S. cerevisiae fusion-defective mutant growth rescue, CellTiterGlo 48 h;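 note: potency is the fitted concentration of half-maximal effect; % of control where 0% means no effect; nearly all actives have a fitted effect of over 45% in size; temperature-sensitive fusion mutants such as fzo1-1 at 37 °C on non-fermentable ethanol glycerol medium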
#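 Yeast fusion mutant, YPEG (non-fermentable carbon), compound, 48 h at 37C non-permissive; CellTiterGlo added, 10 min RT, luminescence read. Rescued growth = division inhibition.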
# B2AR arrestin = agonists driving beta-arrestin recruitment to human beta2-adrenergic receptor | 0.02% of 330,000 active | P07550 | Potency, µM (highest dose often 46.1 µM), without a hit: at the highest dose activation, usual class: activators | beta-arrestin recruitment to beta2AR, cell-based reporter;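 note: potency is the fitted concentration of half-maximal effect; 0% = DMSO controls and full agonism = EC100 isoproterenol or metaproterenol; nearly all actives have a fitted effect of over 65% in size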
# Starred values were filed as active, the others as inactive; ? = inconclusive; nt = not tested or not shown; [ ] = another dose, or the depositor's remark. Unless noted, calls come from the whole dose curve; as a rule, active = well fitted curve in the direction sought with a large enough effect; inconclusive = small, poorly fitted or top-dose-only effect, or another doubt; inactive = no such curve, though single readings can be large; an effect the other way counts as inactive or inconclusive.
SMILES,Tb PFK block,uPA generation,PTAP TSG101 blk,USP2a block,TCR activator,TSHR antagonist,BCR signal inh,ELG1 repair inh,Eya2 inh,Mito fusion act,B2AR arrestin
COC(=O)CSc1nnc(CNC(=O)Cc2ccccc2)n1-c1ccccc1OC,0%,nt,-11%,1%,14%,4,?,-4%,11%,0%,0.2%
CCn1cc(C(=O)NCCCN2CCCC(C)C2)c(=O)c2cc(S(=O)(=O)N3CCc4ccccc4C3)ccc21 (stereo unspecified),-2%,-13%,-5%,3%,-4%,4,-3%,-19%,7%,1%,0.6%
O=S(=O)(c1ccc(F)c(F)c1)N1CCN(c2ncccn2)CC1,-3%,-4%,-1%,1%,0%,33,0%,-1%,-1%,2%,-0.1%
O=C(CSC1CN(C(c2ccccc2)c2ccccc2)C1)N/N=C/c1ccc(Cl)cc1Cl,2%,10%,-2%,2%,-1%,-8,?,3%,-4%,19%,0.7%
Fc1cccc(-c2cc3nc(-c4ccccc4)cc(N4CCC5(CC4)OCCO5)n3n2)c1,0%,20%,-2%,-1%,-2%[46.1 µM],-10,0%,23µM*,-7%,?,0.2%
Cc1ccc(S(=O)(=O)CC(=O)Nc2cc(C)on2)cc1,-3%,2%,0%,0%,7%,1,1%,-2%,5%,5%,0.4%
Clc1ccc(-c2cc(COc3ccccc3)no2)cc1Cl,0%,7%,0%,1%,-2%,-11,?,5%,-14%,-1%,0.2%
COCCN(Cc1nc(C(c2ccccc2)c2ccccc2)no1)C(C)C,1%,-6%,-3%,2%,-1%,1,6%,-4%,-10%,-2%,-1.6%
COc1ccc(S(=O)(=O)Nc2cccnc2)c(Cl)c1Cl,-2%,-7%,0%,1%,-1%,-21,11%,-4%,-4%,11%,0.2%
O=C(O)c1cccc(-c2ccc(/C=c3/sc4nc5ccccc5n4c3=O)o2)c1,-16%,14%,?,?,-1%,-20,?,?,?,32µM*,5.2%
COc1cc(OC)c(NC(=O)CCc2nc(-c3ccc(C)cc3)no2)cc1Cl,0%,-3%,0%,-5%,8%,4,1%,-3%,-3%,29%,-0.4%
N#CCc1ccc(NC(=O)CSc2nnc(C3CC3)n2C2CC2)cc1,-2%,6%,-6%,2%,7%,1,?,?,-8%,-6%,-0.5%
CSCCC(NS(=O)(=O)c1c(Cl)cccc1Cl)C(=O)O (stereo unspecified),1%,3%,-6%,0%,1%,-2,-2%,-5%,9%,-3%,-0.2%
COc1ccccc1NC(=O)/C=C/c1cc([N+](=O)[O-])ccc1OC(F)F,0%,-19%,-5%,9%,-2%,-4,-19%,-1%,2%,-1%,-0.5%
COc1ccc(C2=NOC(C(=O)N3CCN(c4ccccc4OC)CC3)C2)cc1 (stereo unspecified),-2%,2%,-6%,1%,-3%,-19,?,?,12%,-5%,0.1%
Cc1ccc(-c2csc3ncnc(Oc4cccc5ccc(C)nc45)c23)cc1,5%,-6%,2%,0%,1%[46.1 µM],-28,9%,12%,-3%,7%,-0.4%
COc1ccc(CCNC(=O)Nc2ccc(F)cc2F)cc1OC,4%,-4%,-3%,3%,-5%,-24,1%,3%,-3%,-5%,0.4%
COc1cc(/C=N/NC(=O)CSc2cc(C)c(Br)cc2C)ccc1O,2%,-4%,-7%,-9%,7%,-2,?,16µM*,13%,-4%,0.4%
Cc1cc2nc(C)n(CCCN)c2cc1C,14%,0%,3%,1%,-1%,3,-4%,11%,14%,1%,2.8%
O=C(CCCN1C(=O)NC2(CCCC2)C1=O)Nc1cccc(S(=O)(=O)N2CCOCC2)c1,-2%,-3%,-1%,0%,-1%,9,1%,10%,-10%,-4%,-0.4%
CCCn1c(SCc2ccon2)nc2ccccc2c1=O,7%,-4%,-5%,2%,2%,-8,-5%,15%,5%,19%,0.0%
CCCCOc1ccc(C2(C(=O)O)CCCC2)cc1,0%,15%,-4%,-1%,1%,15,0%,10%,6%,2%,0.1%
CCCCN(C)CCNC(=O)c1cc2cc3ccc(OC)cc3nc2o1,-2%,-13%,0%,-1%,7%,3,-3%,?,-3%,15%,-1.0%
COc1cccc(CN(C)C(=O)c2ccc(OCC(=O)Nc3cccc(C(F)(F)F)c3)c(OC)c2)c1,-7%,-4%,1%,0%,-8%,?,-20%,15µM*,-6%,28%,0.0%
CCOc1ccc(NC(=O)Cn2cc(C(=O)C3CC3)c3ccccc32)cc1,3%,4%,-5%,2%,6%,7,-14%,1%,1%,9%,-0.2%

# Next compounds:
SMILES,Tb PFK block,uPA generation,PTAP TSG101 blk,USP2a block,TCR activator,TSHR antagonist,BCR signal inh,ELG1 repair inh,Eya2 inh,Mito fusion act,B2AR arrestin
CCOc1ccc(/C=C/C(=O)NCCc2ccc(OC)c(OC)c2)cc1,1%,0%,-2%,3%,1%[46.1 µM],3,-3%,-16%,1%,-2%,-0.5%
COc1ccc2c(c1)c(C(=O)CN1CCN(Cc3ccccc3)CC1)c(C)n2C,-2%,1%,-3%,-3%,-6%,4,0%,10%,?,3%,-0.7%
CC(C)OC(=O)NCCOC(=O)Nc1ccccc1Cl,0%,2%,-2%,6%,1%,33,-9%,-1%,-14%,-3%,0.1%
CCCOc1ccc(Cn2c(C)nc([N+](=O)[O-])c2SCC(O)COC)cc1[N+](=O)[O-] (stereo unspecified),3%,-11%,-6%,1%,2%,9,-13%,-9%,-3%,0%,-0.3%
CCCN1CCc2c(sc(NC(=O)CCS(=O)(=O)c3ccccc3)c2C(N)=O)C1,-3%,?,-3%,1%,0%,-6,1%,3%,7%,1%,0.5%
CCOC(=O)C1=C(CN2CCOCC2)NC(=O)NC1c1cc(C)ccc1C (stereo unspecified),-7%,-7%,-6%,-2%,-38%,9,?,2%,7%,-11%,-0.3%
Nc1c(-c2ccc(Cl)cc2)cnn1-c1ccccc1,-4%,-14%,0%,5%,5%,-5,?,?,-12%,0%,-0.9%
Cc1ncc([N+](=O)[O-])n1Cc1ccc(Cl)cc1,-13%,4%,-1%,2%,-1%,-2,0%,4%,-10%,3%,-0.3%
Cc1cccc(NC(=O)CSc2nnc(NC(=O)C3CCC3)s2)c1,-6%,2%,-4%,-1%,0%,2,-17%,?,7%,0%,-0.2%
O=C(N/N=C/c1ccccc1)c1ccc(-c2ccccc2)cc1,-4%,-4%,0%,1%,10%,-1,3%,14%,8%,0%,-0.6%
COc1ccc(NC2c3ccccc3C(=O)N2c2ccccn2)cc1Cl (stereo unspecified),0%,-15%,-11%,-4%,-5%,3,4%,7%,4%,2%,-0.3%
CC1CCCC(C)N1CCNC(=O)CCn1nc(-c2ccccc2)ccc1=O (stereo unspecified),4%,0%,1%,0%,2%,4,1%,5%,7%,-3%,-0.4%
CC(C1CC1)N(Cc1ccccc1)C(=S)Nc1ccccc1Cl (stereo unspecified),-6%,-7%,-1%,-5%,-6%,-9,10%,?,7%,-7%,0.1%
COC(=O)[C@]1(C)N[C@H](CN(C)C(=O)Nc2ccccc2)[C@@H]2C(=O)N(C)C(=O)[C@@H]21,-6%,12%,-5%,0%,-4%,-5,1%,10%,5%,nt,-0.7%

# Full records, quoted from the list. Values in the order: Tb PFK block, uPA generation, PTAP TSG101 blk, USP2a block, TCR activator, TSHR antagonist, BCR signal inh, ELG1 repair inh, Eya2 inh, Mito fusion act, B2AR arrestin
# CC(C1CC1)N(Cc1ccccc1)C(=S)Nc1ccccc1Cl (stereo unspecified) in the list: -6%, -7%, -1%, -5%, -6%, -9, 10%, ?, 7%, -7%, 0.1%
# COc1cc(/C=N/NC(=O)CSc2cc(C)c(Br)cc2C)ccc1O in the list: 2%, -4%, -7%, -9%, 7%, -2, ?, 16µM*, 13%, -4%, 0.4%

# Individual results from the results shown.
# CCCn1c(SCc2ccon2)nc2ccccc2c1=O @ PTAP TSG101 blk = -5%
# COc1cc(OC)c(NC(=O)CCc2nc(-c3ccc(C)cc3)no2)cc1Cl @ Tb PFK block = 0%
# Clc1ccc(-c2cc(COc3ccccc3)no2)cc1Cl @ USP2a block = 1%
# COc1ccc(C2=NOC(C(=O)N3CCN(c4ccccc4OC)CC3)C2)cc1 (stereo unspecified) @ PTAP TSG101 blk = -6%
# Cc1cc2nc(C)n(CCCN)c2cc1C @ BCR signal inh = -4%
